H9c2 TAG inh: inhibitors of triacylglycerol accumulation, primary screen, cell-based, uHTS, fluorescence, H9c2; 230,000 tested, 0.66% active; H9c2 cells, Nile Red lipid (TAG) fluorescence; cells loaded with 200 µM oleic acid; inhibition, % at 12.5 µM;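 active means pattern-corrected inhibition of lipid staining of at least 50% with the nuclear-stain viability signal not falling by more than 50%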;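 further: 0% = DMSO wells and 100% = triacsin C control wells; some results filed as inactive read as strong as hits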
H9c2 TAG inh DAPI viability: also measured in H9c2 TAG inh; calls as there; DAPI nuclei signal change (viability), lower = more cytotoxic, %;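 whole-well DAPI fluorescence read on a plate reader as a viability signal; minus 50 percent equals half of cells still viable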
* hit, by the source's call.

entry | SMILES | H9c2 TAG inh | H9c2 TAG inh DAPI viability
1 | CC(OC(=O)c1ccc(Cl)c(S(N)(=O)=O)c1)C(=O)NCc1ccc2c(c1)OCO2 (stereo not drawn) | -3 | 6
2 | CCn1c(CNC(=O)c2ccccc2)nnc1SCC(=O)N1CCN(c2ccccc2)CC1 | -11 | -11
3 | COc1ccc(Cc2nc3c([nH]2)c(=O)n(C)c(=O)n3C)cc1OC | -3 | 0
4 | O=C(COc1cc(=O)n2c(n1)SCCC2)c1ccccc1 | -2 | 2
5 | COc1ccc(C(=O)NCC(=O)N/N=C/c2c(C)[nH]c3ccccc23)cc1OC | 1 | -1
6 | COc1ccc(CCN=Cc2c(C)[nH]n(-c3ccc([N+](=O)[O-])cc3)c2=O)cc1OC | -5 | 8
7 | COc1ccc(C2OC(=O)CC2C(=O)NCc2ccccc2Cl)cc1OC (stereo not drawn) | -2 | 3
8 | CCCCn1c(=O)c2ccccc2c2ccccc2c1=O | 2 | -6
9 | Cc1noc(C)c1S(=O)(=O)Nc1ccc(C(=O)NCCc2ccccc2)cc1 | -4 | 3
10 | CC(=O)NC(=S)NNC(=O)CCc1ccccc1 | -14 | 6
11 | Cc1cn([C@H]2C[C@H](O)[C@@H](CNC(=O)[C@H](N)Cc3cccnc3)O2)c(=O)[nH]c1=O | -1 | 8
12 | Cc1ccccc1Cn1nc(C)c(NC(=O)c2noc3c2CCc2ccccc2-3)c1C | -12 | 0

Single records, as listed above.
Cc1noc(C)c1S(=O)(=O)Nc1ccc(C(=O)NCCc2ccccc2)cc1 is entered as H9c2 TAG inh = -4; H9c2 TAG inh DAPI viability = 3
CCn1c(CNC(=O)c2ccccc2)nnc1SCC(=O)N1CCN(c2ccccc2)CC1 is entered as H9c2 TAG inh = -11; H9c2 TAG inh DAPI viability = -11
CCCCn1c(=O)c2ccccc2c2ccccc2c1=O is entered as H9c2 TAG inh = 2; H9c2 TAG inh DAPI viability = -6

Going on with the list.
entry | SMILES | H9c2 TAG inh | H9c2 TAG inh DAPI viability
13 | C=CCn1c(CNC(=O)c2ccccc2F)nnc1SCC(=O)N1CCOCC1 | 0 | 5
14 | O=C(CN1C(=O)NC2(CCCCCC2)C1=O)c1ccccc1 | 26 | 0
15 | Clc1ccc(-c2ccnc(Oc3cc(Cl)ccc3Cl)n2)cc1 | -9 | -4
16 | CC1CCC(N2CCNCC2)CC1 (stereo not drawn) | 1 | -4
17 | CCOc1ccc(NC(=O)CN(C)C(=O)C2=COCCO2)cc1OCC | 6 | 5
18 | CCOC(=O)C1CCN(S(=O)(=O)c2ccc(C)c(C)c2)CC1 | -13 | -10
19 | CC1CCN(c2nc3ccc(C(=O)N4CCN(Cc5ccc6c(c5)OCO6)CC4)cc3s2)CC1 | -7 | 5
20 | COc1ccc(NC(=O)Nc2ccc3c(c2)C(=O)N([C@H](C)CO)C[C@H](C)[C@@H](CN(C)S(=O)(=O)c2ccccc2)O3)cc1 | 10 | -2
21 | COc1cc2c(cc1OC)C(c1ccccc1O)NCC2 (stereo not drawn) | 3 | -6
22 | CCOc1ccccc1C(=O)Nc1ccc(-n2nncc2C(C)(C)C)cc1 | -1 | 4
23 | CC(C)c1ccccc1NC(=O)COC(=O)CCN1C(=O)/C(=C\C=C\c2ccccc2)SC1=S | 0 | 4
24 | O=c1[nH]c(COc2ccc(Cl)cc2Cl)nc2ccccc12 | -1 | -10
25 | Cc1c(C(=O)N2CCN(S(=O)(=O)c3ccccc3)CC2)oc2ccc(Br)cc12 | -12 | -1
26 | COCCNC(=O)C1(C(F)(F)F)CC(CCCO)CCCO1 (stereo not drawn) | 4 | -6
27 | Cc1ccc(NC(=O)CCCc2c[nH]c3ccccc23)nc1 | -11 | 5
28 | CCN(CC)S(=O)(=O)c1ccc(C)c(NC(=O)Cn2cnc3cc([N+](=O)[O-])ccc3c2=O)c1 | 8 | 3
29 | CC1(Cc2ccc(Cl)c(Cl)c2)C(=O)Nc2ccc(S(=O)(=O)NC3CCCCC3)cc21 (stereo not drawn) | 15 | -3
30 | CC(C)(C)S(=O)(=O)c1ccc2nc3c(n2c1)CCCC3 | 9 | -1
31 | COC(=O)[C@]1(C)N[C@H](CN(C)C(=O)Nc2ccc(OC)cc2)[C@@H]2C(=O)N(Cc3ccccc3)C(=O)[C@@H]21 | 1 | 7
32 | COc1ccc(OC)c(Nc2nc(-c3sc(NC(=O)CC(C)C)nc3C)cs2)c1 | 58* | -1.3*
33 | CC(=O)Nc1cc(-c2ccc(N3CCN(C)CC3)cc2)cn2c(-c3ccccc3)cnc12 | 23 | -4
34 | Cc1c(NS(=O)(=O)c2ccc(C(=O)NCc3ccccc3)cc2)c(=O)n(-c2ccccc2)n1C | 23 | -10
35 | CN1C(=O)C2C(c3ccc(N(C)C)cc3)NN(Cc3ccccc3)C2C1=O (stereo not drawn) | 2 | -5
36 | COc1cc(/C=C/C(=O)c2c(O)cc(C)oc2=O)cc(OC)c1O | -21 | 6
37 | O=C(CSc1ncn[nH]1)NCCC(c1ccccc1)c1ccccc1 | -6 | 1
38 | N#Cc1c2n(c3c(=O)n(Cc4ccccc4Cl)cnc13)CCCCC2 | -34 | -3
39 | Cc1ccc(CNC(=O)CCn2cc(-c3ccc(C)cc3)nc2CCN)cc1 | 10 | -12
40 | O=S(=O)(Nc1ccc(-n2cccc2)cc1)c1ccc(F)cc1 | -23 | 14
41 | CC(OC(=O)c1ccncc1)C(=O)NC1CCCC1 (stereo not drawn) | -2 | 0
42 | COc1ccc(C2N(c3ccc(C)cc3)CCN2c2ccc(C)cc2)cc1O | -7 | 1
43 | Cc1ccc(S(=O)(=O)NC(C(=O)OCC(=O)NC2CCS(=O)(=O)C2)C(C)C)cc1 (stereo not drawn) | 2 | -9
44 | CC1(C)Cc2c(cnn2-c2cccc(F)c2)C(NC(=O)Cn2cccn2)C1 (stereo not drawn) | -9 | 4
45 | O=C(CSc1nnc(-c2cccnc2)o1)Nc1nccs1 | 7 | -12
46 | CN1CCC(CO)(Cc2ccccc2)CC1 | 11 | -9
47 | OC(c1ccc(Cl)c(Cl)c1)c1ncc(-c2cccc(F)c2)[nH]1 (stereo not drawn) | -6 | 4
48 | CC(C)c1nc(=S)c2ccccc2[nH]1 | -3 | 14
49 | CCOC(=O)c1cccc(C2=CC(=O)C[C@H](c3ccc(OC)c(OC)c3)C2)c1 | -9 | 1
50 | CC(=O)Nc1ccc(NC(=O)CSc2nnc(NC(=O)Cc3ccc(F)cc3)s2)cc1 | 20 | 4
51 | O=C(CCCN1C(=O)CSc2ncccc21)N1CCN(Cc2ccccc2)CC1 | -1 | 5
52 | CCOc1ccc(C2CC(c3ccc(OC)c(OC)c3)n3nc(N)nc3N2)cc1 (stereo not drawn) | 4 | -2
53 | Cc1c(Cl)cccc1NC(=S)NCCc1ccc(C(F)(F)F)cc1 | -23 | 1
54 | COc1cnc(-c2cccc(C(F)(F)F)c2)c(NC(=O)c2cc3ccccc3s2)n1 | -4 | 12
55 | CCOC(=O)CSc1nc2cc(S(=O)(=O)N3CCOCC3)ccc2n1CC | 11 | -4
56 | O=C(CSc1nc2ccccc2o1)N1CCN(c2ccccc2)CC1 | -9 | -5
57 | COc1ccc(NC(=O)c2cccc3c(-c4ccc(O)c(OC)c4)coc23)cc1 | 15 | 22
58 | COc1ccc(C(=O)OCC(=O)NC23CC4CC(CC(C4)C2)C3)c(O)c1 | 22 | -14
59 | CCc1noc(C)c1C(=O)OCC(=O)c1ccc(NC(C)=O)cc1F | 13 | -12
60 | O=[N+]([O-])c1ccc(Cl)cc1N/N=C/c1ccncc1 | 3 | -3
61 | Cc1ccc2c(c1)N(CCCC(=O)NCc1cccnc1)C(=O)CO2 | -9 | 4
62 | O=C(C=C=Nc1ccccc1)C(=O)N=C=Cc1ccccc1 | 0 | -7
63 | Cc1ccc(CNC(=O)c2cc(-c3ccccc3C)nn2CC2CC(c3cccnc3)=NO2)cc1 (stereo not drawn) | -14 | 1
64 | CCOc1ccc(NC(=O)c2cnsn2)cc1 | -4 | 2
65 | Cn1cccc1C(=O)Nc1nccs1 | 8 | -6
66 | COc1cccc(/C=C2\SC(=N)N(c3ccc(F)cc3)C2=O)c1 | -22 | 4
67 | COc1ccc(CNC(=O)CC2C(=O)NCCN2C2Cc3ccccc3C2)cc1 (stereo not drawn) | 22 | -6
68 | COc1cc(NS(=O)(=O)c2ccc3ccccc3c2)c2ncccc2c1 | -17 | 3
69 | CCC(=O)N1CCc2cc(S(=O)(=O)CCC(=O)NCc3ccco3)ccc21 | 1 | 6
70 | Cc1nn(-c2ccccc2)c(C)c1C(=O)NNC(=O)C(F)(F)F | -3 | 5
71 | COc1ccc(NC(=O)C2(N(CC(C)C)C(=O)Cn3nnnc3N)CCCCC2)cc1 | -1 | 5
72 | CCOC(=O)CCCOC(=O)c1ccc(S(=O)(=O)N(C)C)cc1 | 2 | -7

Next section, starting with the last 2 of the part before.
entry | SMILES | H9c2 TAG inh | H9c2 TAG inh DAPI viability
71 | COc1ccc(NC(=O)C2(N(CC(C)C)C(=O)Cn3nnnc3N)CCCCC2)cc1 | -1 | 5
72 | CCOC(=O)CCCOC(=O)c1ccc(S(=O)(=O)N(C)C)cc1 | 2 | -7
73 | Cc1nn(CC(=O)c2ccc3c(c2)OCCO3)c(=O)c(C#N)c1C | 2 | 10
74 | CC(=O)c1cccc(Nc2ccc(-c3ccccc3F)nn2)c1 | -7 | 3
75 | CCO[C@@H]1OC(C(=O)NCc2nc3ccccc3[nH]2)=C[C@H](C(C)(C)C)[C@H]1CCCO | 23 | -34
76 | CC(Sc1nnnn1C)C(=O)Nc1cc(S(=O)(=O)N2CCCCC2)ccc1Cl (stereo not drawn) | -2 | -1
77 | Cc1ccc(-c2csc(NC(=O)Cc3ccc(F)cc3)n2)o1 | 10 | -3
78 | Cc1cccc(C)c1NC(=O)CN1C(=O)NC(C)(CCc2ccccc2)C1=O (stereo not drawn) | 2 | -6
79 | OCC[C@H]1C[C@H](O)[C@@H](O)[C@@]2(CCc3ccccc3O2)O1 | 10 | 2
80 | CCC(=O)NS(=O)(=O)c1cccnc1Nc1ccccc1Cl | -8 | -2
81 | COc1cnc(-c2cccc(C(F)(F)F)c2)[nH]c1=O | 8 | -12
82 | Cc1occc1-c1nnc(SCC(=O)NC2CCC(C)CC2)o1 (stereo not drawn) | -6 | -6
83 | C[C@H](O)[C@@H]1C(=O)N2CCc3ccc(N4CCN(C)CC4)cc3[C@@H]2C[C@@H]1N(C)C(=O)c1cccnc1 | 6 | -10
84 | CC#CCN1c2ccccc2[C@]23C[C@@H](C(=O)OC)N(C(=O)NC4CCCCC4)C2=NC(C(=O)OC)=C(C(=O)OC)[C@H]13 | 16 | -18

No new results follow: entries from further up.
entry | SMILES | H9c2 TAG inh | H9c2 TAG inh DAPI viability
73 | Cc1nn(CC(=O)c2ccc3c(c2)OCCO3)c(=O)c(C#N)c1C | 2 | 10
74 | CC(=O)c1cccc(Nc2ccc(-c3ccccc3F)nn2)c1 | -7 | 3

(cont.)
entry | SMILES | H9c2 TAG inh | H9c2 TAG inh DAPI viability
85 | Cc1ccc(-c2nnn(CC(=O)NC3CCCc4ccccc43)n2)cc1 (stereo not drawn) | 28 | -10
86 | O=c1[nH]c(Sc2ccc([N+](=O)[O-])cc2[N+](=O)[O-])nc2ccccc12 | 10 | -20
87 | CCN1C(=O)CS/C1=C(\C#N)S(=O)(=O)c1ccccc1 | -11 | 7
88 | CC1=NNC(=O)C1CC(=O)N/N=C(/C)c1cccc([N+](=O)[O-])c1 (stereo not drawn) | 0 | 6
89 | CC1(C)CC(=O)C=C(NCCc2ccc(S(N)(=O)=O)cc2)C1 | -3 | -8
90 | Cc1cc(N2CCCC2)ccc1NC(=O)COc1ccc(Cl)cc1 | 7 | 15
91 | COc1ccc(C(C)=O)c2c1OCCO2 | 2 | -2
92 | CNc1cc(C)nc(N2CCOCC2)n1 | -2 | -2
93 | Cc1nnc(SCc2cc(=O)[nH]c(N3CCCCC3)n2)s1 | 2 | -5
94 | COCCSc1ccccc1C(=O)N1CCCC(C)C1 (stereo not drawn) | -7 | 4
95 | COc1ccc(C2C(C#N)=C(N)OC3=C2C(=O)CC(C)(C)C3)c(OC)c1OC (stereo not drawn) | 5 | 38
96 | COc1ccc(Cl)cc1Nc1nc(N)c2ccccc2n1 | 14 | 16
97 | CCCCCCCN1CCN=C1N(C)C | 0 | -3
98 | COc1ccc(C(c2nnnn2CCc2ccccc2)N2CCN(C3CCCC3)CC2)cc1 (stereo not drawn) | 7 | 1
99 | CCC(C)c1ccccc1NC(=O)C(C)N(C)Cc1cccc(OC)c1 (stereo not drawn) | -31 | -1
100 | C/C(=N\NC(=O)c1cccc(N/N=C(\C)c2cc(O)ccc2O)c1)c1cc(O)ccc1O | 18 | -35
101 | Cc1cc(C(=O)C(=O)O)c(C)n1-c1ccc(Cl)c(Cl)c1 | 5 | 1
102 | Cn1c(N2CCN(C(=O)NCc3ccccc3)CC2)nc2ccccc21 | -30 | -7
103 | CCn1c2ccccc2c2cc(NC(=O)c3ccc([N+](=O)[O-])cc3)ccc21 | -11 | 11
104 | N#Cc1c(-c2ccco2)ccn(Cc2cccc(F)c2)c1=O | -13 | 9
105 | O=C(NCCc1ccc(Cl)cc1)C1CCC(CNc2nc(=S)[nH]c3ccccc23)CC1 (stereo not drawn) | 8 | -3
106 | CCC(C)(C(=O)NC1CCCC1)N(C(=O)c1ccccn1)c1ccc(C)cc1 (stereo not drawn) | -10 | 4
107 | COc1ccc(-n2c(SCC(=O)Nc3ccc(C(=O)O)cc3)nnc2-c2cccs2)cc1 | -21 | 6
108 | S=c1[nH]nc(-c2ccn[nH]2)n1-c1ccccc1Cl | 3 | -7
109 | Cc1ccc(C(CNS(=O)(=O)c2ccc(C)cc2)N2CCN(C)CC2)cc1 (stereo not drawn) | 6 | 5
110 | CC1=NN(c2nc(-c3ccccc3)cs2)C(=O)C1 | 16 | -8
111 | CCCCc1nc2sc3c(c2c(=O)n1NC(=O)c1ccco1)CC(C)(C)OC3 | 1 | 7
112 | Cc1nn(Cc2ccccc2)c(C)c1CNC(=O)CN=C1NS(=O)(=O)c2ccccc21 | -9 | 0

Not all compounds are listed. The share of hits here may be higher or lower than overall.
